Assay outcomes from PubChem BioAssay.
DDE Tn6 FP inh: inhibitors of Tn6 peptide binding to human fibrin DD(E). inhibition, % at 8.3 µM. hit rate 0.21% among 370,000. P02675. Fibrin DD(E) TRITC-Tn6 fluorescence polarization displacement;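 active means inhibition above a per-campaign cutoff: mean of compounds within control limits plus 3 SD, cut at about 15% in these data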;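 further: 0% = median of all compound wells on the plate and 100% = blocking peptide control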
NPR1 activator: GC-A (human) enzyme activation | P16066 | HEK293 GC-A cells, cGMP TR-FRET, EC30 ANP; 0% at EC30 ANP, 100% saturating ANP | activation, % at 10 µM | hit rate 0.14% among 370,000; in the data active means activation above about 40%
sPLA2-III inh: Inhibits HGIII-sPLA2 liposome hydrolysis, primary screen | inhibition, % at 12.2 µM | hit rate 0.56% among 370,000 | QFRET BODIPY PC-A2 liposome hydrolysis, fluorescence;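 active means inhibition above mean plus 3 SD of compounds lying within the high and low control bounds, cut at about 19% in these data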;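 further: 0% = median of test compound wells and 100% = no enzyme DMSO wells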
NPR2 activator: GC-B (human) receptor activation. P20594. HEK293-GC-B cells, CNP EC30, cGMP TR-FRET; 0% at EC30 CNP, 100% saturating CNP. activation, % at 10 µM. hit rate 0.11% among 370,000;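 active means activation at 10 µM reaching about 35% in either raw or pattern-adjusted values, limit read from the data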
ARFGAP1 inhibitor: inhibits rat ARF GTPase activating protein 1; hit rate 0.26% among 360,000; Q62848; Arfgap1-stimulated ARF1 GTP hydrolysis, GDP FP detection; inhibition, % at 16.5 µM;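 active means inhibition above a per-plate limit, mean inhibition of low control wells plus 3 SD, cut at about 25% in these data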;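 further: 0% = DMSO wells with enzyme and 100% = wells lacking Arfgap1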
Target sequence (Q62848 1-136 limits assumed): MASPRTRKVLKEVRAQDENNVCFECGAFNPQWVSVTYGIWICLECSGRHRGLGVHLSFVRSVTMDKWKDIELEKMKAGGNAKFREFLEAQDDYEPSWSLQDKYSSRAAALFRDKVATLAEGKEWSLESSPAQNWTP
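System: truncated rat Arfgap1 GAP domain / Benchmarks: high control wells lacking Arfgap1, low control full reaction with DMSO / Times: compound-enzyme preincubation 20 min, reaction 120 min, detection 60 min, 25 °C / Repeats: one replicate per compound / Also added: human ARF1(Δ1-17)-GTP substrate / Measured by: Tracer-displacement fluorescence polarization with EDTA stop, 620/688 nm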
ADAM10 inh: inhibits human ADAM10 | recombinant ADAM10, EDANS/DABCYL FRET peptide cleavage, 3 h | AID 720582 | hit rate 0.62% among 370,000 | inhibition, % at 7 µM | O14672;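 active means inhibition above a per-campaign cutoff equal to the mean of compounds falling between control-based bounds plus 3 SD, cut at about 20% in these data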;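 further: 0% = DMSO wells while the 100% control is not disclosed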
Target sequence (O14672 214-748 limits assumed): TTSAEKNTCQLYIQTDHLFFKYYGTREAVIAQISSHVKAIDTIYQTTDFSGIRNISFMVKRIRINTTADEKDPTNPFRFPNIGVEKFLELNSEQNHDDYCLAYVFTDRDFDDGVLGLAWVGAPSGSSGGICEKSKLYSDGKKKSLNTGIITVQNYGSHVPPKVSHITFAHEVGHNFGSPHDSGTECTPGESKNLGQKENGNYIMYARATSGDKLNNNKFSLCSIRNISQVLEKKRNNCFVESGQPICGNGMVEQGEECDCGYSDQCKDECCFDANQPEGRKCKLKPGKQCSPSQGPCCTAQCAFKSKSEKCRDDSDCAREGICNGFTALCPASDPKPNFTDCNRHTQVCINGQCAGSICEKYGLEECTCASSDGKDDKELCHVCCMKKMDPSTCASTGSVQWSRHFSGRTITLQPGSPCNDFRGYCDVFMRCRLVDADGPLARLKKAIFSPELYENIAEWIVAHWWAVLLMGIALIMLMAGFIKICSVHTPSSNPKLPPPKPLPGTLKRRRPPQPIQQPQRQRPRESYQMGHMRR
rCAG RNA binder: binds r(CAG) RNA repeats | inhibition, % at 3 µM | r(CAG) RNA repeat, TO-PRO-1 dye displacement fluorescence | AID 651821 | hit rate 1.3% among 370,000;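 active means inhibition above the plate cutoff, the mean of all test compounds on that plate plus 3 SD, cut at about 35% in these data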;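 further: 0% = DMSO alone and 100% = 100 µM mitoxantrone as full dye displacement; higher means more dye released from RNA so lower well fluorescence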
FXN GAA850 act: increases GAA850 frataxin promoter reporter activity. HEK293 lucGAA850 FXN promoter luciferase reporter, 24 h; percent of 10 µM SAHA response. activation, % at 6 µM. hit rate 0.56% among 360,000. AID 540364;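 active means activation above the average of all compounds screened plus 3 SD, cutoff fixed separately per campaign, cut at about 7.5% in these data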;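 further: 0% = DMSO wells and 100% = 10 µM SAHA wells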
ASAP1 inh: inhibitors of human ASAP1 ArfGAP activity; inhibition, % at 16.5 µM; ASAP1-stimulated ARF1 GTP hydrolysis, GDP FP detection; Q9ULH1; AID 624377; hit rate 0.19% among 360,000; in the data active means inhibition above about 25%;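 further: 0% = vehicle with enzyme and substrate and 100% = no enzyme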
proKLK7 act: activators of human kallikrein-7 zymogen; hit rate 0.9% among 370,000; purified proKLK7, EDANS-DABCYL substrate fluorescence; 100% is mature enzyme control, 0% vehicle; activation, % at 7 µM; AID 652039;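 active means activation above the mean of all tested compounds plus 3 SD, computed per campaign excluding outliers beyond control limits, cut at about 13% in these data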
Target sequence (P49862 whole entry, looked up): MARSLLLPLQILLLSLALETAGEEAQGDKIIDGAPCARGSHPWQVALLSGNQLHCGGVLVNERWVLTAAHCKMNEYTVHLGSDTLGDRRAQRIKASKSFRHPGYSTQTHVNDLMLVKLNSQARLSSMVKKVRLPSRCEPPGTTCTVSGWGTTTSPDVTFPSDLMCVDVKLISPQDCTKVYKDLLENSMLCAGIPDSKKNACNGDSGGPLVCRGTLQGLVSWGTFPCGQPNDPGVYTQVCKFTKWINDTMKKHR
Starred values were filed as active, the others as inactive; . = not tested or not shown. Not a hit list; 4.5% or so of the library scored in one or more.

Start of the listing, in advance (3 entries):
The line under a structure holds: DDE Tn6 FP inh	NPR1 activator	sPLA2-III inh	NPR2 activator	ARFGAP1 inhibitor	ADAM10 inh	rCAG RNA binder	FXN GAA850 act	ASAP1 inh	proKLK7 act
O=C(NCCN1CCOCC1)c1cn(CCc2ccccc2)nn1
    9	1	4	2	5	6	-4	-0.6	-12	0.0
COc1ccc(CC(=O)NNC(=O)c2ccco2)cc1OC
    1	3	4	2	-4	0	0	1.7	-17	0.2
Cn1cc(Cl)c(C(=O)Nc2cnn(Cc3ccc(F)cc3)c2)n1
    2	-1	4	-3	4	2	3	0.7	7	-0.7

All compounds of this part, from the first entry:
The line under a structure holds: DDE Tn6 FP inh	NPR1 activator	sPLA2-III inh	NPR2 activator	ARFGAP1 inhibitor	ADAM10 inh	rCAG RNA binder	FXN GAA850 act	ASAP1 inh	proKLK7 act
O=C(NCCN1CCOCC1)c1cn(CCc2ccccc2)nn1
    9	1	4	2	5	6	-4	-0.6	-12	0.0
COc1ccc(CC(=O)NNC(=O)c2ccco2)cc1OC
    1	3	4	2	-4	0	0	1.7	-17	0.2
Cn1cc(Cl)c(C(=O)Nc2cnn(Cc3ccc(F)cc3)c2)n1
    2	-1	4	-3	4	2	3	0.7	7	-0.7
CCOc1c(Cl)cc(C(=O)Nc2ccccc2C(=O)O)cc1Cl
    -3	1	-23	1	-10	5	51*	-1.3	-15	-0.1
COc1ccc(Cl)cc1NS(=O)(=O)c1cccc(C(=O)NCC2CCCO2)c1 (stereo not given)
    5	1	-3	4	2	-7	1	1.0	2	-0.3
COc1ccc(NC(=O)c2ccc(NC(=O)CN3CCN(c4ccccc4O)CC3)cc2)cc1
    1	-4	-7	-3	7	5	13	-1.1	-5	0.3
CN(CC(=O)Nc1ccc2c(c1)OCCO2)CC(=O)Nc1ccc(F)c(F)c1F
    1	-3	5	0	1	-6	1	-1.8	15	0.0
CC(=O)N1CC(C)Sc2ccc(S(=O)(=O)NCCc3ccc(C)cc3)cc21 (stereo not given)
    4	-4	-18	12	1	11	0	0.4	7	0.1
COc1cccc2c3c(c(C)nc12)CC(C)O3 (stereo not given)
    -2	5	11	4	7	-268	-37	2.3	-8	48*
Fc1ccc(CSc2ncnc3c2ncn3C2CCCCO2)cc1 (stereo not given)
    -8	3	-1	3	6	-11	0	4.7	0	0.3
O=C(NC1CC1)C1CCN(C2CCN(C(=O)/C=C/c3cccc(F)c3F)CC2)CC1
    -2	-3	6	0	-2	-15	-2	-0.9	20	-0.7
CCOc1cc(-c2cc(-c3ccccc3)nc(N)c2C#N)ccc1O
    -5	4	-48	13	12	-55	7	-0.1	10	0.6
CCOc1ccc2[nH]c(O)c(NC(C)=O)c2c1
    -1	-1	4	0	-4	-36	-1	2.4	-8	0.9
CN(c1ccccc1)S(=O)(=O)c1cccc(NC(=O)CCNC(=O)c2ccccc2)c1
    0	-4	-3	-2	0	-5	4	-2.8	-17	-0.3
CCOc1ccc(N(CC(=O)O)S(=O)(=O)c2ccc(F)cc2)cc1
    -3	-1	9	1	3	0	2	0.1	-5	0.2
CCCN(CCC)C(=O)Nc1cc(Cl)ccc1OC
    0	-19	-2	-10	2	-1	-4	-0.2	12	0.4
COc1ccc(N(C)S(=O)(=O)c2cccc(C(=O)Nc3ccc4c(c3)OCCO4)c2)cc1
    -11	1	0	-6	-1	14	4	0.2	1	0.8
O=C(OCC#CCSc1nc2ccccc2o1)c1ccco1
    10	-1	-11	4	-5	7	0	0.9	7	-0.6
Cc1ccc(CCNC(=O)C2CCN(S(=O)(=O)c3ccc4c(c3)oc(=O)n4C)CC2)cc1
    8	4	1	-3	4	1	3	-0.1	9	0.1
Cc1cc(N2CCN(C)CC2)nc2ccc(NC(=S)N3CCC4(CC3)OCCO4)cc12
    -7	-1	16	1	3	-217	-4	1.1	-3	1.0
Cc1ccc(C2CC(C(F)F)n3ncc(C(=O)Nc4c(C)nn(Cc5c(F)cccc5Cl)c4C)c3N2)cc1 (stereo not given)
    4	-1	-7	-6	-3	-5	-3	-1.1	-6	-0.2
CCSc1sccc1C1C(C#N)=C(N)N(c2cccnc2)C2=C1C(=O)CC(C)(C)C2 (stereo not given)
    -2	-19	-18	-17	7	0	-2	-0.3	2	0.5
O=C(/C=C/c1ccc([N+](=O)[O-])cc1)NCCOc1ccc(F)cc1
    5	-6	-3	0	7	-3	-3	0.1	8	0.4
Cc1cccc(OCCOC(=O)Nc2ccccc2)c1
    -1	3	-6	1	-4	7	0	1.5	-3	-1.1
COc1ccc(NC(=O)Nn2cnnc2)cc1OC
    1	1	9	9	-4	-9	-4	1.3	4	0.1
Nc1ccc2c(=O)[nH][nH]c(=O)c2c1
    1	-4	-2	5	1	-29	0	0.0	2	2.2
O=[N+]([O-])c1ccc2nc(COCc3nc4ccccc4[nH]3)[nH]c2c1
    -2	2	0	-1	.	4	.	.	.	.
CCCS(=O)(=O)NC(=O)C1(C)CCN(C(=O)c2c(C)noc2C)C1 (stereo not given)
    4	4	13	4	14	-4	-1	0.2	-12	0.0
CC(=O)c1ccc(NC(=O)/C(C#N)=C/c2ccncc2)cc1
    11	-3	-15	-2	-1	-16	11	-1.4	11	-0.4
COC(=O)Nc1cc(C(=O)c2ccc(Cl)cc2Cl)c[nH]1
    9	3	13	1	11	1	9	0.5	1	0.8
CC1CC1C(=O)N(C)CC(=O)Nc1ccccc1Br (stereo not given)
    9	0	1	2	0	-9	-3	-0.2	-2	-0.1
CC(=O)NCCc1nc2ccccc2n1CCOc1ccccc1
    6	2	2	-8	-5	3	-6	1.5	-6	0.2
Cc1cc([N+](=O)[O-])nn1CCCC(=O)NC(C)c1ccccc1 (stereo not given)
    2	3	5	2	4	1	-4	-0.5	-9	-0.5
C=CCSc1ncc(-c2ccccc2)cn1
    2	-2	-7	5	-7	-4	-1	3.2	-13	0.1
Cc1ccc(OS(=O)(=O)c2c(C)nn(C)c2Cl)c(C)c1
    2	1	7	-2	-1	-5	-8	0.2	-7	-0.5
COC(=O)c1sc(N2C(=O)c3oc4ccccc4c(=O)c3C2c2cccs2)nc1C (stereo not given)
    -2	-2	9	6	6	-4	1	1.5	-3	-0.2
O=C(O)CCCC(=O)NNc1ncnc2ccccc12
    1	-3	-2	3	7	-19	3	0.9	-18	0.6
Cc1ccccc1C(=O)N1CCC(C(=O)Nc2ccc(F)cc2)CC1
    15*	-2	0	4	9	-2	-3	-2.4	20	0.2
CN(C)S(=O)(=O)c1ccc(C(=O)NCc2nnc(SCC(=O)N3CCCC3)o2)cc1
    3	5	7	2	3	5	1	0.6	0	-0.4
CCOC(=O)c1cccc(NC(=O)CNC(=O)C2CCCCC2)c1
    1	2	3	7	-9	-1	-7	-0.4	-1	-0.3
O=C(O)C1CCCCC1C(=O)NCc1cn2ccccc2n1 (stereo not given)
    -1	2	0	10	-3	-19	3	1.4	-16	0.1
O=C(NC1CCN(Cc2ccccc2)CC1)c1cc(S(=O)(=O)N2CCOCC2)ccc1Cl
    1	-1	-12	1	8	-17	-4	1.1	-3	-0.7
COc1ccc(-c2c(-c3ccccc3OC)oc3ccccc23)cc1F
    -6	-2	-8	-5	2	-68	4	2.5	2	-24
CN=C(Nc1ccc2c(c1)OCO2)SC1CC(=O)N(c2ccccc2)C1=O (stereo not given)
    3	6	-9	-2	-1	10	-1	2.1	3	0.4
COc1ccc(C)cc1NC(=O)C(Sc1nnc(-c2ccncc2)n1-c1ccc(Cl)cc1)c1ccccc1 (stereo not given)
    -2	-10	-26	-8	6	25*	7	-3.7	18	0.4
CC(=O)OC(C(=O)NCc1ccco1)c1ccncc1 (stereo not given)
    8	2	4	5	2	-7	5	0.9	-4	-0.3
Oc1ccc(N2CCN(C(c3cccs3)c3nnnn3CCc3ccccc3)CC2)cc1 (stereo not given)
    -10	-26	-10	-21	17	21*	6	-0.1	-2	0.5
CCN1CCN(Cc2coc3ccc(C)cc3c2=O)CC1
    5	1	6	2	11	2	1	3.9	-4	-0.3
Oc1ccccc1CNCc1ccccc1
    0	-3	1	-3	-6	-2	-3	0.0	7	0.1
Cc1cccc(OCc2nnc(SCC(=O)N(C)C3CCCCC3)o2)c1
    -3	1	-12	4	2	7	-8	1.0	2	0.2
COc1cccc(OC)c1C(=O)Nc1c(C(=O)N2CCN(C)CC2)oc2ccccc12
    -1	-2	1	6	-8	-8	-6	-2.0	-6	-0.6
O=C(O)c1ccc(Cn2cnc3c(=S)nc[nH]c32)cc1
    -3	12	-2	12	-12	0	2	1.8	-22	-0.1
COC(=O)c1ccc(COc2ncnc3ccccc23)o1
    -5	2	1	1	-5	-2	1	-2.1	4	-1.2
COc1cc2c(c(O)c1OC)C(=O)C(OC)CCC2 (stereo not given)
    1	3	2	-1	2	10	0	-0.4	4	-0.5
Cc1ccc(CNC(=O)C2CCCN(c3nc(C)cc(C)n3)C2)cc1 (stereo not given)
    0	-2	0	2	9	-12	-6	0.3	13	0.9
C[C@H](c1ccccc1)N1C[C@H](COCc2ccccc2)Oc2cc(N3CCC[C@H]3CO)ccc2S1(=O)=O
    4	4	5	5	6	-4	12	.	-12	-1.3
CCCCn1c(N)c(N(CC(C)C)C(=O)COC(=O)Cc2c(C)nc3ccccc3c2C)c(=O)[nH]c1=O
    -8	0	6	0	9	-3	-4	-2.0	-7	-0.4
CCCCn1c(=NC(=O)c2ccc3c(c2)OCO3)c(C#N)cc2c(=O)n3cccc(C)c3nc21
    -3	-17	-1	-14	-4	-462	6	0.6	-13	1.2
Nc1ccc2c(c1)C(=Cc1cccnc1)c1ccccc1-2
    -4	-22	4	-11	8	10	6	-0.1	0	-0.3
CC1(c2ccc(OCC(N)=O)cc2)NC(=O)NC1=O (stereo not given)
    0	2	8	2	3	0	-3	1.8	7	0.7

Additional records.
The line under a structure holds: DDE Tn6 FP inh	NPR1 activator	sPLA2-III inh	NPR2 activator	ARFGAP1 inhibitor	ADAM10 inh	rCAG RNA binder	FXN GAA850 act	ASAP1 inh	proKLK7 act
Cc1cc(C(=O)CN2CCN(CC(=O)Nc3cccc(F)c3)CC2)c(C)n1C1CC1
    5	2	-5	2	10	-4	1	2.1	-5	0.0
C=CCSc1nc(-c2ccc3c(c2)OCO3)cc(C(F)(F)F)c1C#N
    1	21	1	19	-12	-8	5	0.0	-5	-1.2
Cc1ccc(NS(=O)(=O)c2ccc3[nH]c(=O)oc3c2)cc1Cl
    -1	0	-28	-2	2	-5	9	0.1	-3	-0.2
COc1ccccc1OCCn1c(SCC(N)=O)nc2ccccc21
    6	-3	22*	-8	4	-4	2	0.7	-9	-0.1
COc1ccc(OC)c(NC(=O)CSC2=C(C#N)C(c3ccco3)C3=C(CCCC3=O)N2)c1 (stereo not given)
    0	-2	-6	0	-4	5	2	-2.2	4	0.6
O=C(NCCCN1CCN(Cc2ccccc2Cl)CC1)Nc1ccccc1
    6	1	-1	-3	-6	9	-7	-1.1	15	-0.3
